Wee1 degr inh – blocks degradation of human Wee1 kinase | P30291 | reporter increase, % at 5 µM | HeLa Luc-Wee1K328M stability, luciferase luminescence; 100% = proteasome inhibitor MG132 effect | 220,000 tested, 1.2% active | AID 1321;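 active = activation above the mean of all tested compounds plus 3 SD, set per screening run, cut at about 8.8% in these data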;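 also: cells exposed to compound for 20 h before luminescence read; 0% = DMSO alone and 100% = MG132 at 30 µM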
BaF3 tox – parental Ba/F3 viability inhibition as JAK2V617F counter-screen; CellTiter-Glo ATP luminescence; inhibition, % at 5.6 µM; 220,000 tested, 1.1% active; AID 1486;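 active = inhibition above a per-campaign cutoff, the mean inhibition of all tested compounds plus 3 SD, cut at about 27% in these data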;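 also: 0% = DMSO wells and 100% = JAK Inhibitor I control wells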
TRPML3 agonist – activates the human TRPML3 channel; HEK293 TRPML3-YFP, Fluo-8 calcium fluorescence; 100% = the carbachol control signal; activation, % at 3 µM; 220,000 tested, 0.29% active;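 active = activation above its plate's cutoff, the mean activation of the plate's test wells plus 3 SD, cut at about 12% in these data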;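 also: 0% = DMSO only wells and 100% = carbachol wells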
Target sequence (Q8TDD5 whole entry, looked up): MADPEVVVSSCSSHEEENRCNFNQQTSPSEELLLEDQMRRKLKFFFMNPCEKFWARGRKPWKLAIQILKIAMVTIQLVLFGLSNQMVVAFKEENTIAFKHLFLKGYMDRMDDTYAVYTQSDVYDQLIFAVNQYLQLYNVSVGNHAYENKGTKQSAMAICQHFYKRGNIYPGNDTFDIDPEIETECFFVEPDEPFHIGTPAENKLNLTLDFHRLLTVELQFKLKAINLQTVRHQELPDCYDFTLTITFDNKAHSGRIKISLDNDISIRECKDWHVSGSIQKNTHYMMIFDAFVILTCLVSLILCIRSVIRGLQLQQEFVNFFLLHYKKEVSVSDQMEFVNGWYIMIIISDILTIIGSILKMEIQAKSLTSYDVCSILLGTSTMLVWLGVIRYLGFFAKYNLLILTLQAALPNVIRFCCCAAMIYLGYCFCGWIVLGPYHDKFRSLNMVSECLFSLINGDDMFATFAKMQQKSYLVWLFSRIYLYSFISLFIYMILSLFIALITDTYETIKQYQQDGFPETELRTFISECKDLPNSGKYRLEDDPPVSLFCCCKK
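system = HEK293 cells stably carrying human TRPML3-YFP | doses = one concentration, 3 µM nominal, 0.3% DMSO | timing = dye loading 1 h 37 °C then 30 min ambient, 125 s read | detection = Fluo-8 calcium dye fluorescence, ex 470-495, em 515-575 nm | benchmarks = high control carbachol 87 µM, low control DMSO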
PPC-1+TRAIL kill – compounds killing PPC-1 cancer cells with TRAIL present (potentiator screen, no TRAIL-free arm); PPC-1 cells + TRAIL, ATPLite viability luminescence; cell killing (% activity), % at 4 µM; 220,000 tested, 0.41% active;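 active = cell killing above 50% in the first pass at 4 µM, then a duplicate retest at 5 µM averaging 50% or more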;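 also: plate controls were cells with TRAIL plus DMSO for no effect and medium-only wells lacking cells for full effect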
RBBP9 inhibitor – blocks human serine hydrolase RBBP9; O75884; recombinant RBBP9, FP-Rh probe fluorescence polarization; inhibition, % at 7.94 µM; 220,000 tested, 0.2% active; AID 1515;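 active = inhibition above the campaign mean of all tested compounds plus 3 SD, cut at about 14% in these data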;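 also: plate controls were DMSO wells with RBBP9 for no effect and wells lacking RBBP9 protein for full effect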
Target sequence (O75884 whole entry, looked up): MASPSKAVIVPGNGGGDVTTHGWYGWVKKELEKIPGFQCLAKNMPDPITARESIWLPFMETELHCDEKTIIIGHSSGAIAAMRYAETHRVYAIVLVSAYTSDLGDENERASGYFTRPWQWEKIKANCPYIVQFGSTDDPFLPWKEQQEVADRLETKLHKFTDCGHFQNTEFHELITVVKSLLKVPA
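System: RBBP9 protein / Buffer or medium: Tris/NaCl buffer pH 8.0 with 0.1% Pluronic / Probe or stimulus: Serine-hydrolase probe FP-Rh, 375 nM pre-mixing / Dosing: 7.94 µM single dose, 0.794% DMSO / Times: enzyme-compound preincubation 30 min, then probe labeling 45 min, 25 °C / Technique: fluorescence polarization (mP), excitation 525 nm, emission 598 nm / Replication: singlicate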
TNF death inh – inhibitors of TNF-alpha induced necroptosis in Jurkat FADD-/- cells | activation (protection from cell death), % at 10 µM | 220,000 tested, 0.068% active | Jurkat FADD-/- TNF necroptosis rescue, ATP luminescence, 24 h; 0 = TNF only, 100 = no-TNF cells | AID 463075;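 active = activation, meaning protection from cell death, of at least 50% relative to plate controls; inactive = activation below 50%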;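 also: necroptosis triggered by 40 ng/mL TNF-alpha added together with compound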
Ba/F3 V617F tox – reduce viability of Ba/F3 cells dependent on JAK2V617F; 220,000 tested, 1.1% active; AID 1446; inhibition, % at 5.6 µM; Ba/F3 EpoR-JAK2V617F viability, ATP luminescence;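 active = inhibition above the campaign mean plus 3 SD over all tested compounds, cut at about 24% in these data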;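 also: cytokine-independent growth of Ba/F3 cells driven by EpoR plus mutant JAK2; 0% = DMSO-treated cells and 100% = JAK inhibitor I control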
CHOP inh – inhibitors of CHOP induction in ER stress response | 220,000 tested, 3.8% active | AID 2732 | inhibition, % at 10 µM | CHO-K1 CHOP-promoter luciferase, tunicamycin-induced, 15-18 h;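 active = compounds that reduced the stress-induced luciferase reporter signal by more than about 70% of percent inhibition, limit read from the data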;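 also: 0% = tunicamycin plus vehicle and 100% = wells without tunicamycin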
zfTRPN1 agonist – zebrafish TRPN1 (NompC) channel agonism; 220,000 tested, 0.18% active; activation, % at 3 µM; AID 1424; HEK293 zebrafish TRPN1-YFP, Fluo-8 calcium fluorescence; 100% = response to 87 µM carbachol;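 active = activation above its plate's cutoff, the mean activation of test wells on that plate plus 3 SD, cut at about 19% in these data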;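 also: 0% = DMSO alone and 100% = 87 µM carbachol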
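Material: zebrafish TRPN1-YFP in HEK293 cells; Doses: single test compound dose, 3 µM nominal, 0.3% DMSO; Timing: dye loading 1 h at 37 °C, then 30 min room temperature; Technique: intracellular calcium fluorescence with Fluo-8; Benchmarks: high carbachol 87 µM, low DMSO alone.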
An asterisk follows results filed as active; / = no result given. Rows were taken by chance; 6.8% or so of the library scored in one or more.

A first look (3 entries):
SMILES	Wee1 degr inh	BaF3 tox	TRPML3 agonist	PPC-1+TRAIL kill	RBBP9 inhibitor	TNF death inh	Ba/F3 V617F tox	CHOP inh	zfTRPN1 agonist
CN1C(=O)CC(N2CCN(CCN=CC3=C(O)CC(C)(C)CC3=O)CC2)C1=O (stereo not given)	-1	7	-0.1	13	-5	-0.2	2	30	0.3
C=CCN1C2CCCC1CC(NC(=O)Nc1cccc(C(C)=O)c1)C2 (stereo not given)	1	3	0.2	20	-8	0.9	-3	21	0.8
Cc1ccc(NC(=O)CN2CCc3ccccc3C2)cc1	13*	7	0.0	-8	-10	0.1	-1	38	-0.5

Main list, from the start:
SMILES	Wee1 degr inh	BaF3 tox	TRPML3 agonist	PPC-1+TRAIL kill	RBBP9 inhibitor	TNF death inh	Ba/F3 V617F tox	CHOP inh	zfTRPN1 agonist
CN1C(=O)CC(N2CCN(CCN=CC3=C(O)CC(C)(C)CC3=O)CC2)C1=O (stereo not given)	-1	7	-0.1	13	-5	-0.2	2	30	0.3
C=CCN1C2CCCC1CC(NC(=O)Nc1cccc(C(C)=O)c1)C2 (stereo not given)	1	3	0.2	20	-8	0.9	-3	21	0.8
Cc1ccc(NC(=O)CN2CCc3ccccc3C2)cc1	13*	7	0.0	-8	-10	0.1	-1	38	-0.5
CCCOc1ccc(CSc2nnc(CCC)n2N)cc1	-1	5	0.4	2	3	-1.1	3	-43	1.3
O=[N+]([O-])c1ccc(S(=O)(=O)N2CCSC2c2ccco2)cc1 (stereo not given)	0	-3	0.4	7	4	0.3	-2	35	-1.2
CCc1ccccc1NC(=O)CN(C)C(=O)CSc1nn(-c2ccc(F)cc2)c(=S)s1	-1	5	0.6	-1	-2	0.1	4	6	-0.9
C=CCNC(=S)NNC(=O)c1ccco1	-1	7	0.9	20	6	0.8	3	5	1.6
Cc1ccc(NC(=O)c2cc(C)n(-c3cccc(C)c3)c2C)cc1	5	-1	0.2	20	-6	1.3	1	17	-2.4
Cn1nc(CC(=O)Nc2cccc3ncccc23)c2ccccc2c1=O	3	12	1.4	20	-2	-4.8	0	52	2.4
CCN(C(=O)Cn1c(=O)oc2ccccc21)C1CCS(=O)(=O)C1 (stereo not given)	4	4	0.5	10	-9	0.9	0	-22	-0.1
Cc1ccc(CCN2CC(C(=O)NCCCN3CCCCCC3)CC2=O)cc1 (stereo not given)	0	1	1.0	2	-6	-0.1	-4	10	0.2
CCOc1ccc(N2CC(=O)N(c3ccc(OCC)cc3)CC2=O)cc1	0	93*	0.6	9	-8	-4.9	-1	66	0.5
COc1ccc(N2CCN(C(=O)c3ccc(-n4nc(C)cc4C)cc3)CC2)cc1	-2	0	0.1	24	3	-1.9	-1	47	0.0
N/C(=N\OC(=O)c1cc(Cl)ccc1Cl)c1ccncc1	0	1	0.9	24	6	-5.9	-1	5	-0.8
O=C(CCn1cnc2ccccc2c1=O)Nc1cccc(Cl)c1Cl	0	6	0.2	30	6	0.3	0	2	-0.4
O=C(O)c1cccc(-n2nnnc2SCc2ccccc2Cl)c1	3	5	0.6	17	4	-0.3	0	8	-0.2
Cc1nc(SCC(=O)O)c2oc3ccccc3c2n1	2	1	0.6	-6	-5	-1.2	1	-7	1.2
O=C(Nc1cccc(S(=O)(=O)N2CCOCC2)c1)c1ccc2ccccc2n1	0	-1	0.1	18	-10	-1.2	0	18	-0.3
COc1ccc(-c2cc(-c3ccccc3O)[nH]n2)cc1	0	9	1.4	15	-13	-3.6	-1	-34	1.9
COc1ccccc1NC(=O)c1nnn(CC(=O)Nc2ccccc2)c1N	0	9	-0.5	5	-14	-1.9	4	11	0.4
CCC(=O)c1cc2c(cc1NC(=O)c1ccc(C)cc1)OCCO2	4	4	0.2	4	0	-0.3	1	53	-1.3
CCOC(=O)N1CCN(c2c(NCc3ccc(Cl)cc3)c(=O)c2=O)CC1	1	69*	-0.8	-8	-4	-9.9	35*	11	-0.4
O=C(CSc1nnc(-c2cccs2)o1)Nc1cccc(S(=O)(=O)N2CCCCC2)c1	3	2	0.0	14	-10	2.2	1	0	-1.3
C#Cc1cccc(-n2nnc(C(C)=O)c2C)c1	3	0	0.2	4	-5	3.7	-1	17	0.3
COc1cc(CNC2CCCC2)c(Br)cc1OC1CCCC1	-1	5	0.7	12	-8	2.8	6	45	-0.2

New compounds follow.
SMILES	Wee1 degr inh	BaF3 tox	TRPML3 agonist	PPC-1+TRAIL kill	RBBP9 inhibitor	TNF death inh	Ba/F3 V617F tox	CHOP inh	zfTRPN1 agonist
O=C(NCc1cccs1)c1ccc(CS(=O)(=O)c2ccc(Cl)cc2)o1	1	3	1.5	-22	3	-0.6	-4	27	1.7
CCc1ccccc1NC(=O)c1cccc(N2C(=O)C3C4CCC(C4)C3C2=O)c1 (stereo not given)	1	2	0.4	8	2	-2.1	-5	9	3.6
O=C(NC12CC3CC(CC(C3)C1)C2)N1CCN(C(=O)C2CCCO2)CC1 (stereo not given)	2	5	0.6	-10	-4	-1.8	2	11	0.9
COc1ccccc1NC(=O)CN(c1ccc(C)cc1)S(=O)(=O)c1c(C)n[nH]c1C	8	0	-1.3	-7	-7	-5.9	0	11	-1.9
CCC(CO)NC1=C([N+](=O)[O-])C(=O)CC(C)(C)C1 (stereo not given)	3	7	0.9	8	-6	1.2	4	16	0.5
Cc1nc2c(C)cccc2cc1C(=O)N/N=C/c1cccnc1	-3	9	0.9	11	-1	0.0	0	8	0.8
COC(=O)c1ccccc1NC(=O)C12CCC(C)(C(=O)O1)C2(C)C (stereo not given)	2	7	-0.1	1	2	-1.2	-2	-6	-0.6
CCCNC(=O)c1ccc(Cl)cc1Cl	-2	-2	0.2	-10	-1	1.2	0	-11	-0.5
Cc1ccccc1C(=NCCCN(C)C)c1ccccc1C	2	6	5.5	23	-8	2.9	3	6	-0.1
COCC[N+]1(C)CCCCC1	2	9	0.7	5	-1	-0.8	3	6	0.7
CN(Cc1cccnc1)C(=O)CC1C(=O)NCCN1CC(c1ccccc1)c1ccccc1 (stereo not given)	1	2	-0.6	/	-2	1.1	-2	5	-1.1
N=c1ccn(Cc2cccc(Cl)c2)cc1	2	66*	1.0	22	-3	-13	88*	7	1.3
CN(C)c1nc(C#N)nc(N(C)C)n1	2	6	0.1	-5	5	-1.7	-1	2	-0.1
COCCN(CCOC)C(=O)CC(=O)N(CCOC)CCOC	3	1	0.8	-36	1	1.0	-3	3	-1.1
Clc1ccc(-c2nnn(Cc3nc4ccccc4s3)n2)cc1	1	4	0.2	10	-10	0.8	-4	68	0.5
Cc1ccc(N=CC=C2OC(C)(C)C(C)(C)O2)cc1	-2	6	0.1	6	-7	1.0	-3	32	0.2
COc1ccc(Nc2nc(NCc3ccco3)nc(N/N=C/c3ccccc3)n2)cc1	0	8	-1.1	25	-6	-2.2	-4	35	-0.9
CCc1nc(SCC(=O)N2CCCC2)c2ccccc2n1	0	2	0.5	1	-5	-2.5	-3	13	-0.6
CCOC(=O)C1CCCN(C(=O)Cc2ccc(OC)c(OC)c2)C1 (stereo not given)	1	0	0.6	19	-2	-0.2	-7	-6	-0.6
COc1ccc2c(CC(=O)Nc3ccc(OC)c(S(=O)(=O)N4CCOCC4)c3)coc2c1	-1	-3	0.6	22	-1	3.1	-4	-9	2.3
CCOC(=O)N1CCN(C(=O)c2cn(CC)c3ccc(S(=O)(=O)N4CC(C)CC(C)C4)cc3c2=O)CC1 (stereo not given)	2	0	0.4	-17	-9	-1.1	-3	-9	-0.6
COc1cccc(-c2cc(N)nn2C(=O)Nc2ccc(Cl)cc2)c1	0	5	0.9	-5	-4	0.4	0	95*	3.0
COc1ccc(OC)c(Cc2nnc(CCC(=O)N3CCCCC3)o2)c1	-1	-2	0.9	12	-3	0.7	-2	-15	0.2
CCCCNC(=O)c1cc(C)nc2ccccc12	-1	-3	0.3	9	6	0.9	-3	-3	-0.8
CN(C)S(=O)(=O)c1cccc(NC(=O)CSc2nncn2-c2ccccc2)c1	5	7	2.8	5	-1	0.1	1	8	3.4

Remaining list, next part
SMILES	Wee1 degr inh	BaF3 tox	TRPML3 agonist	PPC-1+TRAIL kill	RBBP9 inhibitor	TNF death inh	Ba/F3 V617F tox	CHOP inh	zfTRPN1 agonist
O=C(Nc1ccc(NC(=S)NC(=O)c2ccccc2Cl)cc1)c1cccc(Cl)c1	2	3	-0.7	/	-49	-6.9	-2	/	0.1
Cc1nn(CCOc2ccccc2)c(=O)n1-c1c(F)cccc1F	3	1	0.4	-5	-3	-1.6	-3	-24	0.1
CCSc1ccc(-c2ccco2)nn1	0	-2	-0.1	14	-1	0.4	-2	-34	0.0
COc1ccc(NC(=S)NNS(=O)(=O)c2ccc3ccccc3c2)c(OC)c1	3	2	0.6	2	-7	0.4	1	14	0.1
Cc1cc(C)c2cc(CN(Cc3cccnc3)C(=O)c3ccc(F)cc3)c(Cl)nc2c1	1	6	0.0	6	-6	-9.2	1	24	3.2
COc1ccc(C2N=C(c3ccccc3)NC(c3ccccc3)=N2)cc1	-2	2	-0.5	28	-8	0.2	-1	-16	-1.0
Fc1ccc(NCc2nnc3n2CCCCC3)cc1	-1	0	0.1	15	-10	1.1	2	21	0.8
Cc1cc(S(=O)(=O)NCc2ccccc2)ccc1OCC(=O)N1CCOCC1	-3	2	0.2	18	-8	-0.4	-3	17	1.1
CCCNC(=O)C(NS(=O)(=O)c1cccc2nsnc12)c1ccccc1 (stereo not given)	1	1	-0.1	-8	-4	-0.1	-1	22	0.0
N#C/C(=C\c1ccc(C(=O)O)cc1)c1nc2sc3c(c2c(=O)[nH]1)CCCC3	-2	-2	2.6	16	-1	1.3	-1	0	10
O=C(CSc1nc2ccccc2[nH]1)NCc1ccco1	0	0	0.1	13	-4	0.2	-2	-13	-0.1
Cc1ccc(C(NC(=O)c2ccccc2)C(Cl)Cl)cc1 (stereo not given)	0	14	0.0	-1	-5	1.6	8	13	-0.7
COc1ccccc1CNc1nc2ccccc2n1CCN1CCCCC1	2	0	0.6	9	-6	3.7	-4	11	1.8
COc1ccc(-c2csc(N(CC3CCCO3)C(=O)c3ccccc3)n2)cc1 (stereo not given)	-1	6	0.0	17	-10	0.4	0	34	0.1
O=C(NC1=NCCS1)c1cc(-c2ccc(F)cc2)nc2ccccc12	-1	3	0.1	14	-5	-0.5	-1	-17	1.8
CCOC(=O)CCc1c(C)c(C#N)c2nc3ccccc3n2c1-n1ccnc1C	-3	2	0.8	43	5	-0.7	0	0	-0.9
COc1ccc(-c2ccnc3nc(/N=C/N(C)C)nn23)cc1	5	4	0.1	-7	-3	-1.1	2	22	-0.6
COc1ccc(NC(=O)Cn2c(-c3ccccc3)cc(C(C)=O)c2C)c(OC)c1	-3	4	-0.1	3	0	-0.3	-3	-14	0.7

High-throughput results from PubChem.
